# PAFAH1B2 inh – inhibitors of human PAFAH1B2. recombinant PAFAH1B2, FP-rhodamine activity probe, fluorescence polarization. inhibition, % at 3.39 µM. 340,000 tested, 1.2% active;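 active = inhibition above the mean of all tested compounds plus 3 SD, cut at about 24% in these data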;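 note: 0% = enzyme with DMSO and 100% = wells lacking PAFAH1B2; many of its hits are not listed in these tables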
# PME-1 primary – blocks human protein phosphatase methylesterase 1. Q9Y570. recombinant PME-1, FP-Rh probe fluorescence polarization. inhibition, % at 5.9 µM. 320,000 tested, 0.53% active;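 active = inhibition above the campaign mean of all compounds plus 3 SD, cut at about 26% in these data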;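 note: competitive labeling of PME-1 active site by serine hydrolase directed probe; 0% = PME-1 with DMSO and 100% = wells lacking PME-1 enzyme; inhibitors block probe labeling so polarization falls and inhibition rises; many of its hits are not listed in these tables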
# Target sequence (Q9Y570 whole entry, looked up): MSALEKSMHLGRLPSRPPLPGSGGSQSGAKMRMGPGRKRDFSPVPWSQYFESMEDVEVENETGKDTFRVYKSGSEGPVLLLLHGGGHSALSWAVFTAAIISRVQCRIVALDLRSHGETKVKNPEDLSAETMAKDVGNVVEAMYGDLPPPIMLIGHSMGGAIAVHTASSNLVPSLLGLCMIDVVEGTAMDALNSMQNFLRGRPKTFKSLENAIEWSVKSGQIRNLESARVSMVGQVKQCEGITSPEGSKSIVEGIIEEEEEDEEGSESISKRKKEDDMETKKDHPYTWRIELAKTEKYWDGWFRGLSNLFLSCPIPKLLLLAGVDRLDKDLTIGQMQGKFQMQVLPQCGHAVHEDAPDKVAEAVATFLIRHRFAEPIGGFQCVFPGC
# LYPLA2 inh – blocks human lysophospholipase 2, a PME1 counter-screen | O95372 | 320,000 tested, 0.38% active | inhibition, % at 5.9 µM | recombinant LYPLA2, FP-Rh probe fluorescence polarization;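 active = inhibition above the screen-wide mean plus 3 SD, limit set per campaign, cut at about 26% in these data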;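 note: 0% = LYPLA2 with DMSO and 100% = wells lacking LYPLA2 enzyme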
# pPAFAH FP inh – pPAFAH (human) enzyme inhibition | Q13093 | recombinant pPAFAH, FP-rhodamine probe fluorescence polarization | inhibition, % at 3.39 µM | 330,000 tested, 1.5% active;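 active = inhibition above the mean inhibition across the screen plus 3 SD, cut at about 25% in these data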;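 note: inhibitors block binding of the rhodamine activity-based probe so polarization drops; 0% = enzyme with DMSO and 100% = wells lacking pPAFAH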
# LYPLA1 counter – blocks human lysophospholipase 1, a PME1 counter-screen. O75608. recombinant LYPLA1, FP-Rh probe fluorescence polarization. inhibition, % at 5.9 µM. 320,000 tested, 0.16% active. AID 2174;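 active = inhibition above the mean of all tested compounds plus 3 SD, set per campaign, cut at about 14% in these data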;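 note: inhibitors block serine hydrolase probe labeling of LYPLA1 so polarization falls; 0% = enzyme with DMSO and 100% = wells lacking LYPLA1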
# Target sequence (O75608 whole entry, looked up): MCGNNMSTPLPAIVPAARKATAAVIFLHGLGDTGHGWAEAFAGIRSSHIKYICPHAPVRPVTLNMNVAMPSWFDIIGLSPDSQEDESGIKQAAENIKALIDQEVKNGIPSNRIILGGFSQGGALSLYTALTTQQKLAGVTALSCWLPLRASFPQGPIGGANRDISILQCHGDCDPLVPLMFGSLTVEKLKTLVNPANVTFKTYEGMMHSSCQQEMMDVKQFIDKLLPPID
# PAFAH1B3 inh – PAFAH1B3 (human) inhibition; Q15102; recombinant PAFAH1B3, FP-rhodamine probe, fluorescence polarization; inhibition, % at 3.39 µM; 340,000 tested, 0.28% active; AID 492972;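 active = inhibition above the screen-wide average of all tested compounds plus 3 SD, cut at about 25% in these data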;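 note: 0% = enzyme with DMSO only and 100% = wells lacking PAFAH1B3 protein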
# Target sequence (Q15102 whole entry, looked up): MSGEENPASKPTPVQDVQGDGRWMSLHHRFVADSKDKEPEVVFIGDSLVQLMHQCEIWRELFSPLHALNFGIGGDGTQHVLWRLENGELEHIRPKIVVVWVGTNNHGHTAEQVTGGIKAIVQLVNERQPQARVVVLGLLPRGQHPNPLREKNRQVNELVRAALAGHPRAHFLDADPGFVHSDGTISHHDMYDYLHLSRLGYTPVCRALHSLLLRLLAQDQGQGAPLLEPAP
# GSTO1 inh – GSTO1 inhibition, counter-screen for RBBP9 inhibitors. recombinant GSTO1, activity-based probe fluorescence polarization. inhibition, % at 5.96 µM. 300,000 tested, 1.1% active;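 active = inhibition above the campaign mean inhibition plus 3 SD, cut at about 35% in these data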;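 note: 0% = GSTO1-1 with DMSO and 100% = wells lacking GSTO1-1 enzyme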
# PREPL inhibitor – inhibitors of human prolyl oligopeptidase-like enzyme PREPL. recombinant PREPL, fluorescence polarization activity-based probe. inhibition, % at 5.96 µM. 320,000 tested, 0.68% active. AID 2751; in the data active = inhibition above about 43%;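 note: 0% = enzyme with DMSO and 100% = wells lacking enzyme; many of its hits are not listed in these tables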
# PAD4 inh – PAD4 (human) enzyme inhibition; Q9UM07; recombinant PAD4, RCA probe fluorescence polarization; inhibition, % at 6.36 µM; 330,000 tested, 0.41% active;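 active = percent inhibition above a cutoff equal to the mean of all tested compounds plus 3 SD, cut at about 15% in these data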;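 note: 0% = PAD4 with RCA probe and DMSO and 100% = probe without PAD4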
# * = called active by the depositor; · = not tested or not shown. An excerpt (hit frequency here may not be typical).
structure,PAFAH1B2 inh,PME-1 primary,LYPLA2 inh,pPAFAH FP inh,LYPLA1 counter,PAFAH1B3 inh,GSTO1 inh,PREPL inhibitor,PAD4 inh
O=S1(=O)CCN(Cc2cccc(Cl)c2)CC1,-5,1,1,5,3,5,2,-5,1
Cc1ccc(-n2nccc2-c2nn(-c3cccc(C(F)(F)F)c3)c(=O)n(C)c2=O)cc1,3,3,5,1,7,-1,4,14,1
O=C(OC1CCOC1=O)c1ccc2ccccc2n1 (configuration not stated),3,-2,-3,-2,2,5,10,-8,-2
O=S(=O)(Nc1ccc(Cl)c(C(F)(F)F)c1)c1cnc[nH]1,7,-5,5,-6,-1,-1,11,16,3
c1ccc(Nc2nc(Nc3ccccc3)nc(N3CCNCC3)n2)cc1,-2,-8,-8,3,-3,2,-9,1,-3
CCC1C(=O)N=C(SCC(=O)Nc2ccc(C(=O)OC)cc2)NC1=O (configuration not stated),1,-1,2,5,2,2,0,-2,16*
Cc1ccc(S(=O)(=O)Cc2c(C)noc2C)cc1,0,-1,9,-1,0,3,1,14,-1
CC(C)C[C@@H](CSc1ccc(Br)cc1)N1CCN(CC(C)C)CCC1=O,9,-5,1,9,-2,-8,5,-58,-3
COc1ccc(CNC(=O)c2ccc(Br)cc2)cc1,·,-3,4,1,1,·,2,9,-2
COC(=O)c1ccc(C(=O)OC)c(NC(=S)N2CCCC2)c1,4,2,4,0,-3,7,2,-1,3
O=C(O)CSc1nnc(CNc2cccc(C(F)(F)F)c2)n1Cc1ccco1,10,-1,-7,1,0,9,1,15,-7
Cc1nn(CC(=O)NCc2ccc(C(=O)O)cc2)c(C)c1[N+](=O)[O-],4,0,-1,-1,0,5,-4,2,1
O=C(c1ccccc1)c1ccc(CN2C(=O)c3ccccc3C2=O)o1,2,7,6,4,3,0,-1,10,-2
O=C(CN1CCN(Cc2ccc3c(c2)OCO3)CC1)Nc1ccc(F)cc1,-2,1,-4,3,5,-3,-1,9,-4
COc1ccc(/C=C2\SC(=S)N(CCCC(=O)Nc3ccc(C(=O)O)cc3)C2=O)cc1OC,6,-9,-1,-2,-6,2,-7,13,-7
CC(=O)c1c(C)[nH]c(C(=O)CSc2nnc(-c3cccs3)n2Cc2ccccc2)c1C,4,1,-8,1,-6,-3,4,0,-6
COc1ccc(C)cc1-n1nnnc1SCC(=O)NC1CCS(=O)(=O)C1 (configuration not stated),1,2,7,6,-1,7,·,5,3
Oc1ccc(Br)cc1-c1nc2cnccn2c1NC1CCCC1,7,26*,-3,17,0,10,3,3,-3
CCOc1ccc(C2CC(=O)NC2=O)cc1 (configuration not stated),3,-6,5,0,3,11,0,-4,0
C#CC(C)(C)NC(=S)NC1CC2C=CC1C2 (configuration not stated),6,0,-2,-1,-2,7,5,-3,0
O=C(O)c1ccc(Nc2cnc3ccccc3n2)cc1,2,-3,-7,3,-6,2,0,0,2
COc1ccnc2c1c(=O)n(Cc1ccccc1Cl)c(=O)n2C,3,4,-3,-4,0,6,-4,20,2
CC1=CC(=O)C(C(C)C)=C/C1=C(\c1cc(C(C)C)c(OP(=O)(O)O)cc1C)c1ccccc1C(=O)O,-1,-5,1,7,-5,-3,9,-1,-3
CC(C)(C)OC(=O)N1CCOCCOCCN(C(=O)OC(C)(C)C)CCOCC1,-2,2,5,4,2,7,11,5,-2
O=C(CCNC(=O)c1ccc(Br)cc1)Nc1ccc(S(=O)(=O)Nc2ncccn2)cc1,2,4,3,28*,1,5,-8,8,-1
Cc1ccc(-n2c(Cc3cccn3C)nnc2SCC(N)=O)cc1,4,-5,-1,23,3,2,13,0,-1
Cc1ccc(-c2nn(-c3ccccc3)cc2CSC(=N)N)cc1,2,4,-6,-1,-5,9,-28,-7,2
CC(=O)C1=NN(c2ccccc2)C(c2cccs2)N1c1ccccc1 (configuration not stated),·,0,6,10,1,·,11,12,3
Cc1ccc2c(c1)c(C)c(C)n2CC(O)Cn1nc(C)cc1C (configuration not stated),-5,0,4,2,-3,-5,1,3,-3
CCOc1ccccc1CN1CCN(C2CCN(c3ccccc3F)CC2)CC1CCO (configuration not stated),-5,2,-1,1,-2,0,2,12,-8
Cn1cnnc1SCC(=O)Nc1ccc(Br)cc1F,-2,1,-2,-3,-6,1,8,2,-1
CCOc1ccc(CNC(=O)CCS(=O)(=O)Cc2ccccc2C)cc1OC,3,-3,-8,5,0,-1,7,9,-5
CCOC(=O)c1cnc2c(C(=O)OC)cccc2c1NCCN1CCOCC1,-3,-7,-1,-6,-3,1,0,4,-3
C=CCNc1nc(N(c2ccccc2)c2ccccc2)nc(-n2ccnc2)n1,9,3,-2,3,-2,8,-2,5,0
CC(Sc1nc2ccccc2c(=O)n1CC1CCCO1)C(=O)Nc1ccc(S(N)(=O)=O)cc1 (configuration not stated),0,-3,2,1,2,0,1,19,-7
CC(=O)N1CCCN(Cc2cn(-c3ccc(C)cc3)nc2-c2cccc(C)c2)CC1,1,5,1,8,0,3,3,-9,-2
CCN(CC)C(=O)Cn1c(=O)n(-c2ccc(CC(=O)NCc3ccccc3)cc2)c(=O)c2sccc21,4,22,-2,0,1,3,0,-7,-3
CN1C(=O)NC(c2ccccc2)C2=C1CN(Cc1ccco1)C2=O (configuration not stated),4,4,-3,4,0,-12,-5,1,1
CCOC(=O)N1CCC(N2CCN(c3cc(C)ccc3C)CC2)CC1,2,-7,11,5,3,12,0,25,3
Cc1cc(N=Nc2ccc(Cl)cc2)cc(CN2CCCC2)c1O,6,3,-1,2,6,2,1,6,-1
COc1cc(CN2c3ccccc3C(=O)CS2(=O)=O)cc(OC)c1,-1,·,·,9,·,5,·,·,-1
Cc1c2cnn(CC(=O)NCCCN3CCCCC3)c(=O)c2c(C)n1Cc1ccccc1,6,-7,-12,2,-1,-9,5,20,-4
Cc1ccc(NC(=O)COC(=O)CCc2c(C)nc3nc(N)nn3c2C)cc1C,-3,-2,-3,-1,-1,-2,·,8,-1
CCC(=O)N(C1=C(NC(C)C)C(=O)c2ccccc2C1=O)C(C)C,0,2,-6,9,3,16,25,-7,-15
COc1cccc(CCc2nc3ccccc3c(=O)n2N)c1,6,3,-1,6,1,6,-1,9,1
CCc1nc(NCCO)c(C#N)c2c1CCCC2,3,-10,9,3,4,-1,6,8,1
COc1ccc(-c2oc(=O)n(C)c2-c2ccc(OC)cc2)cc1,2,-6,-3,1,0,7,10,7,6
CC1(C)CC(NC(=O)N2c3ccccc3Sc3ccccc32)CC(C)(C)N1,5,6,0,0,-1,3,-11,3,8
CCS(=O)(=O)Nc1c(C(=O)O)[nH]c2ccccc12,7,8,5,10,1,11,20,-1,1
c1ccc(CNn2nnnc2-c2ccccc2)cc1,11,4,1,4,1,3,5,-4,0

# (listing goes on)
structure,PAFAH1B2 inh,PME-1 primary,LYPLA2 inh,pPAFAH FP inh,LYPLA1 counter,PAFAH1B3 inh,GSTO1 inh,PREPL inhibitor,PAD4 inh
CCOC(=O)C1CCCN(C(=O)c2ccccc2[N+](=O)[O-])C1 (configuration not stated),-2,-5,-2,-9,-2,-3,4,6,-4
Cc1cc(Cl)cc(C)c1OCCn1ccnc1,6,-6,2,1,-1,-2,1,-3,-4
Oc1ccc(Cl)cc1C1=NNC(c2ccc(Cl)cc2)C1 (configuration not stated),-1,-8,-7,-1,-6,3,-4,4,-2
Cn1cccc1/C=C1\SC(=O)N(c2ccc(O)cc2)C1=O,-1,12,2,2,0,1,5,2,-2
O=S(=O)(Nc1cccnc1)c1ccc(Cl)c(C(F)(F)F)c1,26*,-2,-5,4,3,13,2,-2,2
CCN(CC)C(=O)CSc1nc2ncc(Cl)cc2[nH]1,1,0,2,2,4,-1,-8,-9,1
CCCCN(C(=O)Cc1ccc(S(=O)(=O)N2CCOCC2)s1)c1c(N)n(CCCC)c(=O)[nH]c1=O,10,-2,2,1,3,0,-1,5,-1
CCN(CC(=O)NCc1cccs1)C(=O)c1ccc(-c2cccc(C(F)(F)F)c2)o1,10,2,5,17,-4,2,12,3,-1
Cc1c(C)c(C)c(CN2CCCC2)c(C)c1C,4,2,1,1,-1,-5,-1,6,1
CCOc1cc(C(=O)NC2=NCCS2)cc(OCC)c1OCC,-5,15,5,-1,-4,8,0,6,0
COc1ccccc1/C=C/C=N/n1c(C)nnc1C,5,7,0,0,1,3,8,6,-6
CC(C)(C)C(=O)CN1C(=O)C2(OCCO2)c2ccccc21,1,-6,3,2,0,-2,7,-4,-5
Cc1cc(C(=O)Nc2ccc3ccccc3c2)c(C)o1,4,3,-9,0,-11,6,1,-22,3
COc1ccc(C(=O)Nc2ccc(NS(=O)(=O)c3ccccc3)cc2)cc1OC,1,-8,-5,33*,-5,3,7,7,-6
CCOC(=O)c1cnc2c(CC)cccc2c1NCCN1CCOCC1,4,5,3,0,0,8,-4,6,-7
CC(C)C(C)NC(=O)CSc1ccc(S(=O)(=O)N2CCOCC2)cn1 (configuration not stated),4,-3,6,-1,-3,4,·,12,-1
Cc1nnc(SCC(=O)c2cc(C)n(C3CC3)c2C)s1,1,-7,8,-3,5,6,2,9,4
CC(=O)C1=NN(c2ccccc2)C(c2ccc3c(c2)OCO3)N1c1ccccc1 (configuration not stated),2,-5,-1,1,1,7,-4,-5,-1
Cc1cc(C(=O)N/N=C\c2ccc(COc3ccc([N+](=O)[O-])cc3)o2)ccc1[N+](=O)[O-],-6,-10,-21,-1,-10,-17,0,0,-2
CCn1c(-c2nn(C)c(C)c2Cl)n[nH]c1=S,2,-2,-3,2,2,-2,7,-8,1
N#Cc1c(N2CCCCC2)nc(N2CCCCC2)c2c1CCN(Cc1ccccc1)C2,6,-4,-5,6,-2,3,5,40,-2
O=C(CCOc1ccccc1)Nc1ccnn1C1CCN(Cc2ccc(CO)o2)CC1,4,4,-1,43*,-1,0,-2,18,-8
Cc1onc(-c2c(Cl)cccc2Cl)c1C(=O)Nc1nc(C(C)(C)C)cs1,-1,-4,-8,-4,-4,7,-5,9,1
COc1ccc(S(=O)(=O)Nc2ccc(N(C)C(C)=O)cc2)cc1,2,3,3,1,3,2,-3,16,5
Cc1nc(CC(=O)Nc2nc(C(C)(C)C)cs2)cs1,4,3,5,3,-2,-3,4,-1,-4
COc1ccccc1Oc1ccc(NC(=O)c2ccccc2)cc1,2,-2,13,7,5,7,5,3,2
NS(=O)(=O)c1ccc(-c2ccc(/C=N/NC(=O)c3ccc([N+](=O)[O-])cc3)o2)cc1,4,-7,-6,-7,-6,-1,11,-1,1
COCCN(C(=O)CCC(=O)Nc1cc(C)on1)C(C(=O)NC1CCCC1)c1ccccc1F (configuration not stated),-4,1,-1,-3,0,-5,2,-1,2
CCCCn1c(N)c(N(CC(C)C)C(=O)c2cc(=O)[nH]c3ccccc23)c(=O)[nH]c1=O,7,2,2,0,0,3,1,3,0
CSc1ccc(CCNC(=O)C2CCCN(c3ncnc4c3nc3n4CCCCC3)C2)cc1 (configuration not stated),6,5,-7,3,-4,-8,-3,21,-3
Cc1ccc(CNC(=O)COc2ccccc2-c2ccccc2)cc1,6,2,4,12,-2,8,-1,-25,1

# Compound activity deposited in PubChem by The Scripps Research Institute Molecular Screening Center.
